EphB4 ephrin blk: antagonists of human EphB4-ephrin-B2 interaction | EphB4 LBD / TNYL-RAW-Alexa532 peptide, fluorescence polarization | AID 720 | P54760 | hit rate 0.15% among 97,000 | inhibition, % at 7 µM;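 active means inhibition above the screen-wide mean inhibition plus 3 SD, cut at about 15% in these data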;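 further: 0% = DMSO wells and 100% = excess unlabeled TNYL-RAW peptide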
PTK2B oligo ant: antagonists of human Pyk2 oligomerization; Q14289; Q293 cells, Pyk2 FERM NanoBiT luminescence; active compounds read low; z-score (the deposit names both 25 µM and 10 µM); hit rate 0.83% among 99,000;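 active means Z-score of -3 or lower, scaled per plate to the spread of control and sample wells; inactive means z-score above -3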;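 further: negative z-score means lost luminescence so less FERM oligomerization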
LYP inh 2: inhibitors of human LYP (PTPN22) phosphatase; recombinant LYP catalytic domain, DiFMUP fluorescence; inhibition, % at 2 µM; hit rate 0.21% among 96,000; AID 640;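 active means inhibition at 2 µM at or above a set limit, the screen mean plus 3 SD, cut at about 24% in these data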;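 further: 0% = DMSO with enzyme and 100% = enzyme fully blocked by orthovanadate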
Target sequence (Q9Y2R2 whole entry, looked up, the tested form may be a part): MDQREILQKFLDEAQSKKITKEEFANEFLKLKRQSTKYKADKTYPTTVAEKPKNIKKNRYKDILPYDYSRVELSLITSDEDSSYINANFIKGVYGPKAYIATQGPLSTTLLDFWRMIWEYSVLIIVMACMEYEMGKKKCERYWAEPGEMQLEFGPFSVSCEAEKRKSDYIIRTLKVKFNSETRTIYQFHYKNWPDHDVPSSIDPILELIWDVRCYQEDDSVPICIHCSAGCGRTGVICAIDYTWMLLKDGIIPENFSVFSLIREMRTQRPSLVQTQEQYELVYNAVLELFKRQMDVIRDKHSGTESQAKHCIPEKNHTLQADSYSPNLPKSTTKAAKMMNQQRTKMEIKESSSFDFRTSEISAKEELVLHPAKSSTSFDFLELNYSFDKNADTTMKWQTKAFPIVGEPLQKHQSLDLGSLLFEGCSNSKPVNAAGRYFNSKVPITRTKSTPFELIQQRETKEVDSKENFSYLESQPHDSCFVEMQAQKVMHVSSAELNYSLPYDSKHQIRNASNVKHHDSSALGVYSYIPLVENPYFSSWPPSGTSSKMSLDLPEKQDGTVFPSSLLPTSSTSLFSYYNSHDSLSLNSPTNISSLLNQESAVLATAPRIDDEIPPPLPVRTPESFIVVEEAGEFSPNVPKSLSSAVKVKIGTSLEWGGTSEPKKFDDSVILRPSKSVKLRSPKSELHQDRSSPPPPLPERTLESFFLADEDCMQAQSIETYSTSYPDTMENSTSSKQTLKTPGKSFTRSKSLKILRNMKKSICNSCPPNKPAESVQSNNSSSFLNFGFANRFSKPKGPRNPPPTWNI
PTPN22 act: increases human PTPN22 phosphatase activity; Q9Y2R2; recombinant LYP, DiFMUP fluorescence; 0 = plate median, 100 = signal doubled; activation, % at 2 µM; hit rate 0.11% among 96,000; AID 697;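 active means activation at 2 µM above a set limit, the mean plus 5 SD, cut at about 37% in these data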
F-actin modifier: alters cytoskeleton assembly in HUVEC cells. HUVEC TNFa F-actin phalloidin imaging, high content. AID 836. hit rate 0.18% among 91,000. inhibition, % at 2 µM;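 active means inhibition above the batch mean plus 3 SD and confirmed as a hit by visual image inspection, cut at about 30% in these data, passing the limit was not always enough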; further: strong numbers were not always called active
PLK1 kinase inh: blocks human PLK1 kinase activity. P53350. recombinant PLK1 kinase, TR-FRET peptide phosphorylation. inhibition, % at 10 µM. hit rate 0.53% among 97,000. AID 619;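 active means inhibition of 50% or more in the single-concentration screen; inactive means inhibition below 50%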;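 further: 0% = DMSO max control and 100% = H-89 dihydrochloride min control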
Rev-RRE block: disrupts HIV-1 Rev binding to RRE RNA; P05866; Rev peptide-RRE RNA binding, FRET; hit rate 0.79% among 97,000; AID 704; inhibition, % at 8 µM;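 active means inhibition above the screen-wide mean plus 3 SD, cut at about 35% in these data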;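 further: 0% = median DMSO wells and 100% = median Neomycin B control wells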
Target sequence (P05866 whole entry, looked up): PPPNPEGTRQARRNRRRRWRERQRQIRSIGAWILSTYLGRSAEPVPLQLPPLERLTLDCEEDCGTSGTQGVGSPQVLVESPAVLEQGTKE
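Probe or stimulus: fluorescein-Rev peptide as binding partner; assay system: Cy5-tagged RRE RNA duplex with fluorescein-tagged Rev peptide; timing: 5 min compound–RNA preincubation, then 15 min with peptide, 25 °C; medium: HEPES pH 7.5 buffer with KCl, MgCl2, NaCl and EDTA; signal: fluorescein-to-Cy5 FRET, 480 nm excitation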
FAK blocker: blocks human focal adhesion kinase activity. AID 727. inhibition, %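 (tested at 7 µM)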. Q05397. biochemical FAK kinase activity assay. hit rate 0.84% among 97,000; in the data active means inhibition above about 19%;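 further: 0% = DMSO and 100% = reference compound high control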
PLK1 PBD inh: blocks phosphopeptide binding to human Plk1 polo box domain; hit rate 0.13% among 97,000; AID 693; inhibition, %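 (tested at about 20 µM)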; P53350; Plk1 PBD phosphopeptide binding, fluorescence polarization; in the data active means inhibition above about 34%, passing the limit was not always enough
Active calls of the source: *; / = not tested or not shown; & = joins results of further samples; [ ] = another dose, or the depositor's remark. Only part of the results is shown; the hit share may differ from the screen's.

SMILES	EphB4 ephrin blk	PTK2B oligo ant	LYP inh 2	PTPN22 act	F-actin modifier	PLK1 kinase inh	Rev-RRE block	FAK blocker	PLK1 PBD inh
CCOC(=O)C1=C(N)Oc2cc(C)oc(=O)c2C12C(=O)N1c3c(cc(OC)cc32)C(C)=CC1(C)C (stereo not drawn)	-1	-0.04	-3	3	-6	-12	2	1	-6
CC(C)c1ccc(OCC(=O)N2CCN(C)CC2)c(Br)c1	0	0.64	10	-8	-4	-8	1	-8	25
CN1CCN(CC(=O)Nc2ccc(Cl)cc2C(=O)c2ccccc2)CC1	-1	0.89	-4	4	5	-5	1	-2	-13
CN1C(=O)C(Cc2c[nH]c3ccccc23)C(=O)N(C)C1=O	-2	/	3	-6	-9	-13	11	-2	-8
COc1ccc(Cn2c(O)c(C=NCCCn3ccnc3)c(=O)[nH]c2=O)cc1	1	0.74	-5	2	-3	-14	-3	3	23
ON1C2CCCCC2N(O)C1c1ccccc1 (stereo not drawn)	-1	1.7	-8	5	-1	2	10	-1	42
CC1CCC/C=C/C2CC(O)CC2C(O)/C=C/C(=O)O1 (stereo not drawn)	-6	0.56	-1	3	13	-31	-1	-2	9
CN1CCN(C(=O)Cc2nc3ccccc3[nH]2)CC1	0	-0.06	7	-8	39	32	8	0	16
CN1CCC(OC(=O)C2c3ccccc3Oc3ccccc32)CC1	-1	-0.05	7	-6	-28	-3	-4	2	-12
c1ccc(C2CC3CC4(CCCC4)N2O3)cc1 (stereo not drawn)	-4	-0.04	7	-8	-1	-7	5	7	6
O=c1c2cc([N+](=O)[O-])ccc2nc(CN2CCOCC2)n1-c1ccccc1F	-4	/	9	-10	10	-7	0	1	8
O=C(CNS(=O)(=O)c1ccc(Br)s1)N1CCC2(CC1)OCCO2	3	0.67	-1	0	22	-7	5	-2	-5
CCOc1ccc2nc(N3CCC(C(=O)N4CCC5(CC4)OCCO5)CC3)sc2c1	-2	0.03	-10	11	4	-9	2	-3	-6
COc1ccc(CN2CCN(c3ccccc3)CC2)c(C)c1C	5	0.17	2	-2	/	-2	5	-1	-14
Cc1ccccc1-n1c(-c2ccco2)nc2ccccc2c1=O	4	-0.42	3	-4	16	-7	2	0	-26
O=c1[nH]c(=O)n(C2CCCCCC2)c(O)c1C=NCCCN1CCOCC1	-8	-0.18	-4	7	-5	-6	-3	0	10
Cc1cccc(N2C(=O)/C(=C/N3CCN(C(=O)c4ccco4)CC3)C(=O)NC2=S)c1	-3	0.77	-5	2	21	-13	32	0	-10
CCOc1cccc(C2NCc3ccccc3-n3cccc32)c1O (stereo not drawn)	-5	0.28	7	-10	17	1	0	-3	10
Cc1ccc2c(c1)C(c1ccccc1)NCC(=O)N2 (stereo not drawn)	-2	-0.84	-5	2	22	2	-2	-1	7
CC(=O)Nc1cc(C(=O)N2CCC3(CC2)OCCO3)ccc1S(=O)(=O)c1ccc(Cl)cc1	-7	0.93	0	0	2	-2	6	0	-3
Cc1ccc(C2N(c3cc(C)on3)C(=O)C3CCCN32)cc1 (stereo not drawn)	-10	0.46	6	-8	-2	2	0	-4	-7
O=C1NC(=O)C2(C(=O)N1)C(c1ccc(F)cc1)NC(=S)NC2c1ccc(F)cc1 (stereo not drawn)	1	-1.1	9	-10	-6	0	4	-1	-8
CCN1CCN(CC(=O)c2c(C)n(Cc3ccccc3)c3ccc(OC)cc23)CC1	1	0.33	10	-8	-10	-14	8	-1	10
COP(=O)(CC(=O)O)c1ccccc1 (stereo not drawn)	-6	1.6	13	-12	4	-3	10	-1	22
CC12CN3CC(C)(CN(C1)C31CCSCC1)C2=O	7	0.09	4	-4	49	6	9	-3	14
Cn1c[n+](C)cc1C(O)c1ccccc1 (stereo not drawn)	6&-4	-1&0.27	-6&5	6&-1	18&26	-5&-13	11&8	-5&1	-9&-20
COc1ccc(OCC(=O)N2CCN(Cc3c[nH]c4ccccc34)CC2)cc1	-2	-0.27	6	-7	-5	3	4	2	-6
CC(=O)Nc1ccc(OC(=O)N(C)c2ccccc2)cc1	-2	0.02	-4	3	14	-16	-2	-5	-4
CC(C)c1cccc(C(C)C)c1OCCn1ccnc1	-1	-0.14	-8	5	-7	1	6	3	-15
COC(=O)c1ccc(CN2CCN(Cc3ccccc3)CC2)cc1	2	-0.28	4	-6	48	34	4	1	-18
CC(C)C12CN3CC(C(C)C)(CN(C1)C3c1cccnc1)C2=O (stereo not drawn)	-3	-0.58	-3	5	-8	-8	-1	-2	23
CCCCOc1ccc(CC2C(=O)N(C)C(=O)N(C)C2=O)cc1	7	-0.23	-5	4	-54	-15	-1	-4	-1
Cn1ccnc1P(=S)(c1nccn1C)c1nccn1C	0	1.3	9	-12	-50	-6	8	3	17
Cc1ccc2nc(-c3ccncc3)cc(C(=O)N3CCC4(CC3)OCCO4)c2c1	5	0.03	-1	1	6	5	8	-1	-33
CC(=NCC1CCCO1)c1c(O)n(-c2ccc(Cl)cc2)c(=O)[nH]c1=O (stereo not drawn)	-6	1.7	-5	2	5	-10	1	-3	11
CCCCCP(=O)(O)c1ccccc1	4	0.88	2	-4	-8	1	4	0	9
O=C1NCCN2CCCC12 (stereo not drawn)	-12	0.41	-6	3	5	16	3	1	-13
CCC1(c2ccccc2)C(=O)N(C)C(=O)N(C)C1=O	-1	-0.75	-8	8	-4	-2	7	-1	-19
CN(C)c1ccc(CN2CC=C(c3ccc(F)cc3)CC2)cc1	3	0.82	2	-4	-15	-10	-5	8	8
Cc1ccc(NP(=O)(Oc2ccccc2F)Oc2ccccc2F)cc1	1	-1.8	9	-7	36	-27	11	0	18

Grouped by structure, the compounds so far with a Cl atom.
SMILES	EphB4 ephrin blk	PTK2B oligo ant	LYP inh 2	PTPN22 act	F-actin modifier	PLK1 kinase inh	Rev-RRE block	FAK blocker	PLK1 PBD inh
CN1CCN(CC(=O)Nc2ccc(Cl)cc2C(=O)c2ccccc2)CC1	-1	0.89	-4	4	5	-5	1	-2	-13
CC(=O)Nc1cc(C(=O)N2CCC3(CC2)OCCO3)ccc1S(=O)(=O)c1ccc(Cl)cc1	-7	0.93	0	0	2	-2	6	0	-3
CC(=NCC1CCCO1)c1c(O)n(-c2ccc(Cl)cc2)c(=O)[nH]c1=O (stereo not drawn)	-6	1.7	-5	2	5	-10	1	-3	11

Further entries.
SMILES	EphB4 ephrin blk	PTK2B oligo ant	LYP inh 2	PTPN22 act	F-actin modifier	PLK1 kinase inh	Rev-RRE block	FAK blocker	PLK1 PBD inh
O=c1[nH]c(=O)n(Cc2ccccc2)c(O)c1C=NCCCO	-6	0.1	-5	3	-9	-2	28	1	-32
O=C(NC1CC1)C1CSC(c2cccnc2)=N1 (stereo not drawn)	-5	-0.6	8	-10	14	-14	1	-3	5
Cc1ccccc1N1C(=O)CC(=O)NC1=O	5	0.42	-3	3	8	-5	5	-1	-18
Cn1c(C(=O)O)c(CC(=O)N2CCN(Cc3ccccc3)CC2)c2ccccc21	2	0.84	6	-2	24	-6	9	7	9
O=C(Nc1cccnc1)c1c(O)c2c(n(Cc3ccccc3)c1=O)CCCC2	1	1.7	15	-17	3	-2	-1	8	-12
O=C(c1cc2nc(-c3ccccc3)cc(-c3ccccc3)n2n1)N1CCC2(CC1)OCCO2	-7	-3	-12	7	-8	-16	-2	-1	-5
CC(C)n1cc(C(=O)N(CC(=O)NC2CCCC2)Cc2ccccc2)cn1	-18	0.59	3	-4	-23	1	0	3	4
O=c1[nH]c(=O)n(Cc2ccc(F)cc2)c(O)c1C=NCCCO	-5	1.3	7	-2	20	-3	3	-7	2
CCCCOc1ccc(CN2CCN(CCO)CC2)cc1	1	-0.08	2	-5	6	-16	3	1	-2
CN1C(=O)/C(=C\c2ccc(N3CCCCC3)o2)C(=O)NC1=S	-4	-2.3	1	4	11	-55	128*[fluorescence artefact?]	12	-121

Some entries already given with just FAK blocker.
canonical_smiles	FAK blocker
O=c1[nH]c(=O)n(Cc2ccccc2)c(O)c1C=NCCCO	1
O=C(NC1CC1)C1CSC(c2cccnc2)=N1 (stereo not drawn)	-3
Cc1ccccc1N1C(=O)CC(=O)NC1=O	-1
Cn1c(C(=O)O)c(CC(=O)N2CCN(Cc3ccccc3)CC2)c2ccccc21	7
O=C(Nc1cccnc1)c1c(O)c2c(n(Cc3ccccc3)c1=O)CCCC2	8

Remaining list, next part.
SMILES	EphB4 ephrin blk	PTK2B oligo ant	LYP inh 2	PTPN22 act	F-actin modifier	PLK1 kinase inh	Rev-RRE block	FAK blocker	PLK1 PBD inh
COC(=O)C(C)Oc1cc(C)cc2oc(=O)c3c(c12)CCCC3 (stereo not drawn)	4	-1.5	17	-18	-13	-15	8	3	13
Nc1ccccc1N=Cc1c(O)n(CCC2=CCCCC2)c(=O)[nH]c1=O	-9	0.12	0	-1	18	-26	21	-2	13
CCC(=NCCCN(C)C)c1c(O)n(-c2ccc(OC)cc2)c(=O)[nH]c1=O	-1	0.22	-8	9	/	-6	1	-2	-1
CCN(CCNc1ccc([N+](=O)[O-])c2cccnc12)S(=O)(=O)c1ccc(Cl)cc1	2	-1.8	6	-6	-1	1	10	7	2
CCOC(=O)N(c1ccccc1)P1(=S)OCCO1	-1	0.33	1	-3	46	-9	7	-1	-22
C=CCN1C(=O)NC(=O)/C(=C/c2cccn2C)C1=O	1	-0.21	-8	12	-19	-3	3	-4	-7
CCCCn1c(O)c(C(CC)=NCc2cc(OC)cc(OC)c2)c(=O)[nH]c1=O	4	-2	12	-9	-29	-5	8	5	-4
O=C1C2CCCN2C(c2cccnc2)N1c1cccc(Cl)c1 (stereo not drawn)	-5	/	4	-8	6	-3	2	-4	-7
Cc1ccc2c(c1)C1CN(C)CCC1N2C(=O)c1ccc(Br)o1 (stereo not drawn)	-1	0.52	-2	0	-29	-9	2	-2	-9
Nc1ncc(P(=S)(N2CCOCC2)N2CCOCC2)s1	-1	-0.1	-4	4	-27	-5	2	-1	-16
Nc1nnc(CCN2CCCCC2)s1	0	0.68	3	-5	-4	-9	7	0	-1
O=c1[nH]c(=O)n(CCC2=CCCCC2)c(O)c1C=Nc1cccc(F)c1	3	-1.1	9	-8	-24	-7	8	-7	-6
CC(C(N)=O)N1CC(c2ccc(Cl)cc2)CC1=O (stereo not drawn)	-8	-0.22	1	-1	32	6	6	0	19

Reformatted with each value named: part of the list above
Nc1ccccc1N=Cc1c(O)n(CCC2=CCCCC2)c(=O)[nH]c1=O
  EphB4 ephrin blk = -9
  PTK2B oligo ant = 0.12
  LYP inh 2 = 0
  PTPN22 act = -1
  F-actin modifier = 18
  PLK1 kinase inh = -26
  Rev-RRE block = 21
  FAK blocker = -2
  PLK1 PBD inh = 13
Nc1ncc(P(=S)(N2CCOCC2)N2CCOCC2)s1
  EphB4 ephrin blk = -1
  PTK2B oligo ant = -0.1
  LYP inh 2 = -4
  PTPN22 act = 4
  F-actin modifier = -27
  PLK1 kinase inh = -5
  Rev-RRE block = 2
  FAK blocker = -1
  PLK1 PBD inh = -16

Bioassay records: PubChem BioAssay, several laboratories
